Compound activity as filed in PubChem BioAssay.
CHRM5 agonist: human M5 muscarinic receptor agonists, primary screen, CHO-K1 cells, Fluo-8 calcium fluorescence | Muscarinic acetylcholine receptor M5 (Homo sapiens), P08912 | activation, % at 3 µM | CHO-K1 hM5 cells; 0% DMSO wells, 100% maximal acetylcholine response | actives 0.19% (n = 360,000) | AID 624037, 2012;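 active means activation above the run's mean over test compounds plus 3 SD, cut at about 23% in these data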;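 further: signal is peak over basal fluorescence ratio across the kinetic read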
Target sequence (P08912 whole entry, looked up): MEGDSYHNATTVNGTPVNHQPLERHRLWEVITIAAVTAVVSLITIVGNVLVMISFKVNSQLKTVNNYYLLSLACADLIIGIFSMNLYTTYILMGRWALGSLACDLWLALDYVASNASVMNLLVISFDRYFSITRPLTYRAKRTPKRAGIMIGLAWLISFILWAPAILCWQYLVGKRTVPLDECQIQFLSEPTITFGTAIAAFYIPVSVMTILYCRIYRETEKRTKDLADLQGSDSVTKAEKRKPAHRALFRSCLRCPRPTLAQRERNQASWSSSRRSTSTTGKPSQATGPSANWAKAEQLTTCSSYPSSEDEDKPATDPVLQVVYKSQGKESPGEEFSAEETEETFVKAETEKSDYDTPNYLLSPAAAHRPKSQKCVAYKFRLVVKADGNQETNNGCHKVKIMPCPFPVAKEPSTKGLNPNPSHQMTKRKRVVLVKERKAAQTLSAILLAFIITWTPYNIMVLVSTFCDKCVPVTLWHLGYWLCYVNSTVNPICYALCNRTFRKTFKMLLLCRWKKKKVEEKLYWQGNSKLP
CRFBP-R2 agonist: agonists of CRF-BP/CRF-R2 complex, primary screen, cell-based, HEK293, calcium dye fluorescence, uHTS; CRF-binding protein / CRF receptor 2 complex (human); calcium dye fluorescence (FLIPR); percent of saturating CRF peptide response; activation, % at 13.2 µM; actives 0.46% (n = 350,000);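 active means activation of at least 50%, plus an integration ratio under a set limit after plate pattern correction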;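 further: plate controls were neutral control wells without compound for no effect and CRF at EC100 for full effect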
CHRM4 PAM: human M4 muscarinic receptor positive allosteric modulators, primary screen, CHO-K1 cells, Fluo-8 calcium fluorescence; Muscarinic acetylcholine receptor M4 (Homo sapiens), P08173; CHO-K1 hM4/Gqi5, ACh EC20; 0% = ACh EC20, 100% = maximal ACh; activation, % at 3 µM; actives 0.4% (n = 360,000); AID 624126, 2012;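 active means activation above its plate's cutoff, the mean activation of sample wells plus 3 SD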; further: some results filed as inactive read as strong as hits
Target sequence (P08173 whole entry, looked up): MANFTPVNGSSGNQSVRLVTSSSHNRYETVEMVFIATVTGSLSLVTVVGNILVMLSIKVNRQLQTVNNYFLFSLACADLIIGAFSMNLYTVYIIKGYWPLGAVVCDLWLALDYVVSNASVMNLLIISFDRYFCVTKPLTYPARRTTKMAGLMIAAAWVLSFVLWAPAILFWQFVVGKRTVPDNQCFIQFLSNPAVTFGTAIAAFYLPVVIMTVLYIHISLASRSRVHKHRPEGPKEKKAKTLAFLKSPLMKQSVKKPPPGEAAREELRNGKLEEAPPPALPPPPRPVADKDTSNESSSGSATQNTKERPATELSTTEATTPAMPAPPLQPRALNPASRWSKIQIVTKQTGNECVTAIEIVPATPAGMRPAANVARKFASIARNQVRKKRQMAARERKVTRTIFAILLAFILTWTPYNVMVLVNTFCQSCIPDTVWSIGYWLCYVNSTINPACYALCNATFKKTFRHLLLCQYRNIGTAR
M4 ag: human M4 muscarinic receptor agonists, primary screen, CHO-K1 cells, Fluo-8 calcium fluorescence | Muscarinic acetylcholine receptor M4 (Homo sapiens), P08173 | CHO-K1 hM4/Gqi5; vehicle 0%, full acetylcholine response 100% | activation, % at 3 µM | actives 0.14% (n = 360,000) | AID 624127, 2012;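 active means activation above the run mean over all test wells plus 3 SD, cut at about 32% in these data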;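 further: peak over basal fluorescence ratio per well then scaled between controls; 0% = DMSO wells and 100% = acetylcholine at EC100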
CRFR2-BP antag: antagonists of CRF-BP/CRF-R2 complex, primary screen, cell-based, HEK293, calcium dye fluorescence, uHTS | inhibition, % at 11.8 µM | CRF-induced calcium fluorescence | actives 0.59% (n = 350,000);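 active means inhibition of the ligand-induced calcium signal above about 50% at the single tested concentration, limit read from the data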
M4 antag: human M4 muscarinic receptor antagonists, primary screen, CHO cells, Fluo-8 calcium fluorescence | Muscarinic acetylcholine receptor M4 (Homo sapiens), P08173 | CHO-hM4 cells, ACh EC80 | inhibition, % at 3 µM | actives 0.73% (n = 360,000) | AID 624125, 2012;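 active means inhibition above its plate's cutoff, the mean inhibition of sample wells plus 3 SD, cut at about 27% in these data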;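 further: 0% = acetylcholine EC80 with DMSO and 100% = DMSO without agonist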
IDE inh: human IDE inhibitors in live cells, primary screen, fluorescence polarization, HEK cells, FAbetaB substrate. inhibition, % at 5.59 µM. Insulin-degrading enzyme (Homo sapiens), P14735. FAbetaB cleavage. actives 0.41% (n = 320,000);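 active means percent inhibition above the average of all tested compounds plus 3 SD, set per screening campaign, cut at about 16% in these data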;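 further: IDE supplied by intact live HEK cells; FP after avidin binding of uncleaved biotin substrate so inhibition keeps polarization high; 0% = DMSO wells and 100% = 60 µM reference IDE inhibitor Ii1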
CHRM5 PAM: human M5 muscarinic receptor positive allosteric modulators, primary screen, CHO-K1 cells, Fluo-8 calcium fluorescence. Muscarinic acetylcholine receptor M5 (Homo sapiens), P08912. CHO-K1 hM5, ACh EC20 PAM; 0% = ACh EC20, 100% = ACh EC100. activation, % at 3 µM. actives 0.3% (n = 360,000);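 active means activation above the run cutoff, the mean activation of all test compounds plus 3 SD, cut at about 18% in these data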
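system = human M5 receptor in CHO-K1 cells | reagent = EC20 acetylcholine as agonist stimulus | compound dosing = single-point, 3 µM nominal | incubation = Fluo-8 loading 80 min at 37 °C plus 30 min room temperature | detection = Fluo-8 calcium dye fluorescence, kinetic read | benchmarks = low control EC20 acetylcholine (0%), high control EC100 acetylcholine (100%)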
M5 antag: human M5 muscarinic receptor antagonists, primary screen, CHO cells, Fluo-8 calcium fluorescence; Muscarinic acetylcholine receptor M5 (Homo sapiens), P08912; CHO-hM5 cells, ACh EC80; inhibition, % at 3 µM; actives 0.59% (n = 360,000);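 active means inhibition above a per-plate cutoff, the mean of that plate's test compounds plus 3 SD, cut at about 27% in these data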;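 further: 0% = acetylcholine EC80 with DMSO and 100% = DMSO without agonist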
Active calls of the source: *; . = no result given.

1: CN(C)CC/C=C1\c2ccccc2CSc2ccccc21
2: O=C1COc2ccc(C(=O)COC(=O)c3ccco3)cc2N1
3: CC(C)c1ccc(N=C2NN=C(c3cccs3)CS2)cc1
4: O=c1cc(-c2ccccc2Cl)oc2c(NS(=O)(=O)c3ccccc3C(F)(F)F)ccc(O)c12
5: CC(Oc1ccc2c(-c3ccccc3)cc(=O)oc2c1)C(=O)NCc1ccccn1 (stereo unspecified)
6: COCCNC(=O)NC(=O)COC(=O)c1cccn1C
7: CC(C)(C)CC(C)(C)NC(=O)Nc1cccc([N+](=O)[O-])c1
8: Cc1ccc(N(CCC#N)C(=O)COC(=O)C2CCN(c3ccc(C(F)(F)F)cn3)CC2)cc1
assay / compound	1	2	3	4	5	6	7	8
M4 antag	83*	6	-5	-19	-15	-6	8	17
CHRM5 agonist	0	-3	-3	-3	0	-1	-4	-7
CRFBP-R2 agonist	-0.7	-1.5	1.6	-1.4	-4.5	-0.4	-0.3	2.1
CHRM4 PAM	-18	-3	1	2	-4	-2	-31	-7
IDE inh	8	-1	4	-1	8	3	1	-6
CRFR2-BP antag	3	20	-7	-1	12	-6	13	-7
M5 antag	99*	10	-8	8	5	3	25	7
CHRM5 PAM	-19	-7	9	-18	-3	-4	-22	-8
M4 ag	7	1	0	2	3	2	10	3

9: COc1ccc(/C=N/NC(=O)c2cc(O)c(O)c(O)c2)cc1Cn1cc([N+](=O)[O-])cn1
10: CC(=O)CSc1nnc(-c2ccncc2)n1C
11: Cc1ccc(CN(C)CCc2ccccn2)cc1
12: CC(C)Cc1cc(C(=O)N2CCCC(C(=O)c3cc(F)ccc3F)C2)n(C)n1 (stereo unspecified)
13: O=C(COc1ccc(Cc2ccccc2)cc1)c1ccc(F)cc1
14: COc1cc(C(=O)N/N=C/c2coc3ccccc3c2=O)cc(OC)c1OC
15: COc1cccc(-n2c(Cc3cc(=O)[nH]c(=O)[nH]3)nnc2SCC(=O)N2CCCC2)c1
16: Cc1c(C)c2c(OCC(=O)NCc3ccccn3)cc3c(c2oc1=O)CCC(C)(C)O3
assay / compound	9	10	11	12	13	14	15	16
M4 antag	0	0	0	-8	2	-1	-3	-7
CHRM5 agonist	-2	-10	-3	-2	-3	-4	1	2
CRFBP-R2 agonist	-3.1	2.0	3.7	-0.1	0.1	-0.4	0.4	-0.6
CHRM4 PAM	3	6	8	-3	0	2	5	-3
IDE inh	.	-2	-4	9	3	2	-2	8
CRFR2-BP antag	-9	18	-5	-2	40	-7	6	-1
M5 antag	12	-1	2	25	1	5	-1	2
CHRM5 PAM	4	6	-3	-9	-3	2	4	-10
M4 ag	1	1	0	3	0	2	0	9

17: COc1cccc(C(O)c2nc(/C=C/c3ccccc3)cs2)c1 (stereo unspecified)
18: Cc1noc(C)c1S(=O)(=O)N1CCC(C(=O)NCCCN2CC(C)CC(C)C2)CC1 (stereo unspecified)
19: O=C(N(c1ccccn1)c1ccccn1)C12CC3CC(CC(Cl)(C3)C1)C2
20: CCOC(=O)c1c(NC(=O)COC(=O)CCOc2ccc(C)cc2)sc(C(=O)N(C)C)c1C
21: COc1cc(NC(=O)CSc2nccc(C)n2)c(C)cc1[N+](=O)[O-]
22: CCOc1ccc(OCC)c(NC(=O)CN(c2ccc(C)cc2)S(=O)(=O)c2c(C)noc2C)c1
23: Cc1cc(C)n2cc(CSc3ccc(Cl)cc3)nc2n1
24: Cc1ccc(C(=O)c2cc3c(cc2[N+](=O)[O-])OCCO3)cc1
assay / compound	17	18	19	20	21	22	23	24
M4 antag	0	-1	-11	-7	2	-10	4	2
CHRM5 agonist	-1	-2	4	0	1	-2	2	-14
CRFBP-R2 agonist	.	0.6	0.6	-2.6	-1.3	-0.7	-4.3	-1.8
CHRM4 PAM	7	1	1	13	-5	6	-8	0
IDE inh	.	0	3	7	3	6	8	4
CRFR2-BP antag	.	6	1	4	-5	-5	4	17
M5 antag	3	-3	0	-26	0	-7	7	-5
CHRM5 PAM	-5	-1	10	19*	-7	1	-3	-2
M4 ag	2	0	1	1	3	-1	2	0

25: CC[C@@H]1[C@H]2CCCC(=O)N3CC[C@@H](C[C@@H]1Nc1ccccc1)[C@@H]23
26: Cc1ccc(N2CC(C(=O)OCc3ccccc3F)CC2=O)cc1 (stereo unspecified)
27: CC(=O)N(C)c1ccc(N2CCOCC2)c2c1C(=O)c1ccccc1C2=O
28: Nc1nc(Cl)cc(N2CCC(c3cc(-c4ccc(Cl)cc4Cl)n[nH]3)CC2)n1
29: CCN(CC)C(=O)CNC(=O)Cc1ccc(Cl)cc1
30: CCC(C)(C)NC(=O)Nc1cc(Cl)ccc1OC
31: C=CCc1cc(Cl)ccc1OCCN(C)C
32: Cc1ccccc1-n1c(-c2ccc(Br)o2)n[nH]c1=S
assay / compound	25	26	27	28	29	30	31	32
M4 antag	2	1	-4	5	-1	1	8	6
CHRM5 agonist	4	-6	-3	4	0	-8	-12	-2
CRFBP-R2 agonist	-0.9	-4.2	-4.8	2.0	2.6	-1.0	2.9	-4.7
CHRM4 PAM	1	9	7	-2	19	1	-15	2
IDE inh	-5	-2	3	13	-3	-2	1	4
CRFR2-BP antag	1	9	10	-13	-3	11	-17	6
M5 antag	-4	-2	17	17	-2	-2	3	7
CHRM5 PAM	7	3	0	-12	3	1	-19	3
M4 ag	0	0	1	9	1	0	4	-1

33: O=C(NCC1CCCO1)c1ccc2c(=O)n(Cc3ccco3)c(SCC(=O)N3CCCC3)nc2c1 (stereo unspecified)
34: O=C(NC1CCCC1)C(c1ccco1)N(C(=O)c1ccco1)c1ccccc1 (stereo unspecified)
35: CC(NC(=O)CCOc1ccccc1)c1ccccc1 (stereo unspecified)
36: COCCn1c(SCc2nc3ccccc3c(=O)[nH]2)nnc1-c1ccncc1
37: CCC(=O)NCc1nc2ccccc2n1Cc1ccccc1F
38: O=C(NCc1ccc2c(c1)OCO2)c1ccc(Br)s1
39: O=C(O)/C=C/c1ccc(S(=O)(=O)Nc2ccccc2C(=O)Nc2ccc(F)cc2)cc1
40: CCc1ccc(NC(=O)CSc2ccc(-c3ccccn3)nn2)cc1
assay / compound	33	34	35	36	37	38	39	40
M4 antag	10	-10	-6	7	7	6	3	-5
CHRM5 agonist	2	-2	-2	2	-2	-9	-2	-1
CRFBP-R2 agonist	-1.4	-3.7	0.0	-0.1	-1.0	-1.9	-1.4	1.8
CHRM4 PAM	-2	-13	5	0	2	8	0	3
IDE inh	2	-3	2	4	-2	4	0	2
CRFR2-BP antag	2	-7	6	11	2	5	5	-4
M5 antag	-1	-10	-9	-1	-8	10	1	-14
CHRM5 PAM	6	16	-5	5	4	-9	3	9
M4 ag	-1	1	2	-1	0	2	1	3

41: COCCN(Cc1ccc(C)cc1)C(=O)[C@H]1O[C@@H](n2ccc(N)nc2=O)[C@H](O)[C@@H]1O
42: O=[N+]([O-])c1ccccc1Nc1ccccc1
43: O=C(Cn1cnc2c(nnn2-c2cccc(F)c2)c1=O)Nc1ccc2c(c1)OCCO2
44: CC(=O)c1c(C)nn(CC(O)Cn2c3c(c4cc(C)ccc42)CCCC3=O)c1C (stereo unspecified)
45: CCOC(=O)C1=C(O)/C(=C\c2cc(C)n(-c3ccc(F)cc3)c2C)N=C1C
46: CCCCN1C2CCCC1CC(NC(=O)C1CCCCC1)C2 (stereo unspecified)
47: CC(Cc1ccccc1)N/C=C1/CC(=O)NC1=O (stereo unspecified)
48: Cc1cc2c(cc1C)-n1nnnc1C(N(C)Cc1ccccc1)C(=O)N2 (stereo unspecified)
assay / compound	41	42	43	44	45	46	47	48
M4 antag	-6	-7	4	-1	11	8	-3	-9
CHRM5 agonist	0	1	4	-3	-2	-6	2	2
CRFBP-R2 agonist	.	-1.9	1.6	-2.2	16	0.8	-0.6	.
CHRM4 PAM	4	5	-1	0	-4	-11	0	-13
IDE inh	.	1	2	3	4	0	0	.
CRFR2-BP antag	.	18	14	0	12	9	-11	.
M5 antag	4	12	8	-12	0	4	5	2
CHRM5 PAM	2	1	2	1	-2	-8	-1	-8
M4 ag	0	-1	1	5	1	0	1	11

49: O=C(NNS(=O)(=O)c1ccc(F)cc1)C1CCCCC1
50: CCc1nc2ccc(C(=O)NCCc3ccccn3)cn2c1N(C)Cc1ccc(N(C)C)cc1
51: Cc1cccc(CNC(=O)c2ccccc2NC(=O)C2=CSCCO2)c1
52: CCOc1ccc2nc(NC(=O)CN3CCC(n4nnc5cc(C(F)(F)F)ccc54)CC3)sc2c1
53: CCN(CC1CCCO1)C(=O)CCc1nnc(CCc2ccccc2)o1 (stereo unspecified)
54: CN(C)CCN(Cc1ccco1)S(=O)(=O)c1ccc(-c2ccc(=O)[nH]n2)s1
55: O=C(/C=C/Sc1ccc(C(F)(F)F)cn1)c1ccccc1
56: CC1(C)Cc2nc(-c3ccccc3)nc(SCC(=O)N3CCOCC3)c2CO1
57: CCOc1ccc(NC(=O)CSc2nnnn2CC(=O)O)cc1
assay / compound	49	50	51	52	53	54	55	56	57
M4 antag	-9	2	-21	7	-25	3	-1	-3	5
CHRM5 agonist	-4	-2	-5	-4	-1	-3	-4	-1	0
CRFBP-R2 agonist	-1.8	.	-4.2	-0.1	-0.7	-1.7	-3.6	1.6	-0.6
CHRM4 PAM	-11	-10	-3	2	5	-3	-11	-12	1
IDE inh	10	.	0	-2	.	-2	0	1	-1
CRFR2-BP antag	-15	.	1	-28	-17	0	4	19	-5
M5 antag	-15	0	2	-3	0	6	7	11	-2
CHRM5 PAM	12	-4	-2	1	-5	2	2	-3	0
M4 ag	1	4	7	1	1	1	0	-1	1

Ordered by molecular weight (ascending): part of the list above
57: CCOc1ccc(NC(=O)CSc2nnnn2CC(=O)O)cc1
56: CC1(C)Cc2nc(-c3ccccc3)nc(SCC(=O)N3CCOCC3)c2CO1
54: CN(C)CCN(Cc1ccco1)S(=O)(=O)c1ccc(-c2ccc(=O)[nH]n2)s1
assay / compound	57	56	54
M4 antag	5	-3	3
CHRM5 agonist	0	-1	-3
CRFBP-R2 agonist	-0.6	1.6	-1.7
CHRM4 PAM	1	-12	-3
IDE inh	-1	1	-2
CRFR2-BP antag	-5	19	0
M5 antag	-2	11	6
CHRM5 PAM	0	-3	2
M4 ag	1	-1	1

Marked active in M5 antag, of those listed so far:
1: CN(C)CC/C=C1\c2ccccc2CSc2ccccc21
assay / compound	1
M4 antag	83*
CHRM5 agonist	0
CRFBP-R2 agonist	-0.7
CHRM4 PAM	-18
IDE inh	8
CRFR2-BP antag	3
M5 antag	99*
CHRM5 PAM	-19
M4 ag	7
